Bioassay records: PubChem BioAssay, Fisher Drug Discovery Resource Center
mcGAS MS inh: mouse cGAS inhibition by mass spec; Q8C6L5; recombinant mouse cGAS, cGAMP by RapidFire MS; inhibition, % at 12.5 µM; hit rate 0.18% among 130,000;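 active = inhibition of cGAS enzyme activity at or above 60%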;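 also: enzyme stimulated by 45 bp dsDNA with ATP and GTP substrates; cGAMP share of summed cGAMP plus half ATP and half GTP signals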
Target sequence (Q8C6L5 whole entry, looked up): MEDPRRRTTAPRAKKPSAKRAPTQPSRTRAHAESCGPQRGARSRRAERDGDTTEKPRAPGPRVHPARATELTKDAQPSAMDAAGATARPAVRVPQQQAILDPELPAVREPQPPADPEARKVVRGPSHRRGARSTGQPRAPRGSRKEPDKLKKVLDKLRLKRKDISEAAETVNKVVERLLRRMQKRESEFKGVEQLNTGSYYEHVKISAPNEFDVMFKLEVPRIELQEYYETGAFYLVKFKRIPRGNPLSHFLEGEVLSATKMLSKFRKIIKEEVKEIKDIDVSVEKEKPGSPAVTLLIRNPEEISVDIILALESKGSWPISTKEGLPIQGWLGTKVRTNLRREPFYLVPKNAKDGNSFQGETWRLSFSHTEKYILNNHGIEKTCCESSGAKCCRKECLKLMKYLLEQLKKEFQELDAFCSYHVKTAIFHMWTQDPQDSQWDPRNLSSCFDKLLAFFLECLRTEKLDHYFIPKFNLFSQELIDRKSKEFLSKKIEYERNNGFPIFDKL
An asterisk follows results filed as active; & = joins results of further samples. These rows are one share of the data. The share of hits here may be higher or lower than overall.

entry	molecule	mcGAS MS inh
1	Cc1cc(C2CCCN2C(=O)NCc2ccsc2)on1 (centres undefined)	-1
2	COCCn1c(C)cc(C(=O)Cn2nnn(-c3cccs3)c2=O)c1C	2
3	CCOc1cccc(NC(=O)Cc2ccc(C)nc2)n1	-11
4	COc1ccc(CCC(=O)N2CCCN(c3ccnc(C)c3)CC2)cc1	-14
5	CCCn1ncc(C(=O)N(C)Cc2nc3ccsc3c(=O)[nH]2)c1C	-10
6	O=C(CS(=O)Cc1ccc(F)cc1Cl)Nc1cccc(F)c1 (centres undefined)	-5
7	Cc1ccc(C)c(OC(C)C(=O)NCCN2CCNC2=O)c1 (centres undefined)	-14
8	CCC(c1ccncc1)n1ccnc1-c1nc[nH]c1C (centres undefined)	-15
9	CCCc1nnc(C(=O)N2CC[C@H](O)[C@@H](O)C2)o1	-16
10	COc1cc([N+](=O)[O-])ccc1N1C(=O)C2C3C=CC(C)(O3)C2C1=O (centres undefined)	-5
11	CCCn1c(SCC(=O)c2ccc3c(c2)CCC3)n[nH]c1=O	-2
12	Cc1ccc(CN(C)c2ncccc2C(N)=O)cc1	-2
13	O=C(COc1ccc2c3c(c(=O)oc2c1)CCC3)NC1CCCC1	-13
14	Cc1ccc(S(=O)(=O)N(C)C)cc1NC(=O)C1CCCN(C(=O)c2ccc(Cl)cc2)C1 (centres undefined)	-6
15	Cc1sc2nc(SCC(=O)N(C)CCC#N)n(C3CCCC3)c(=O)c2c1C	-9
16	Cc1c(P(c2ccccc2)c2ccccc2)[n+]2ccccc2n1C	-9
17	CCn1ncnc1CN1CCN2CCN(C)C(=O)C2C1 (centres undefined)	-24
18	N#Cc1ccc(OCC(=O)Nc2ccc3c(c2)C(=O)c2ccccc2C3=O)cc1	-3
19	CC1CC(C)CN(C(=O)C(C)Oc2ccc(C(=O)c3ccc(F)cc3)cc2)C1 (centres undefined)	1
20	CCOC(=O)C1CCCN(C(=O)c2cn(Cc3ccccc3F)nn2)C1 (centres undefined)	4

2 of these compounds, reformatted.
[1] Cc1cc(C2CCCN2C(=O)NCc2ccsc2)on1 (centres undefined)
  mcGAS MS inh: -1

[15] Cc1sc2nc(SCC(=O)N(C)CCC#N)n(C3CCCC3)c(=O)c2c1C
  mcGAS MS inh: -9

New compounds follow:
entry	molecule	mcGAS MS inh
21	O=C(Nc1ccc(Cl)c(C(F)(F)F)c1)N1CCC(c2ccc(F)cc2)CC1	10
22	O=C(c1ccc(F)cc1F)N1CCN(S(=O)(=O)c2ccccc2)CC1	-4
23	O=C(CCn1c(=O)[nH]c2ccccc21)N1CC[C@H](O)[C@@H](O)C1	-17
24	COC(=O)CN(c1ccccc1Br)S(C)(=O)=O	-7
25	CCOC(=O)N1CCN(/C=C(\C#N)S(=O)(=O)c2ccc(C)cc2)CC1	-2
26	COc1cccc(C=CC(=O)c2cccc(O)c2)c1	-7
27	O=C(NCc1ccccc1Cl)c1cc(Cl)ccn1	1
28	COc1ccc(OCC(O)CN)cc1 (centres undefined)	-10
29	O=S(=O)(c1ccccc1NC(C1CC1)C1CC1)C(F)(F)F	-19
30	CC(C)(C)n1ncc2c(=O)n(NC(=O)c3ccc(S(=O)(=O)N4CCCCC4)cc3)cnc21	-4
31	Cc1ccc(Cc2nnc(N3CCCC3)[nH]c2=O)cc1	-8
32	Cc1cccc(OCCC(=O)Nc2ccc(-n3cncn3)cc2)c1C	7
33	COc1cc(-c2nn(CN3CCCCCC3)c(=S)o2)cc(OC)c1OC	-7
34	O=C1c2ccccc2C(O)(c2ccc(Br)cc2)N1Cc1cccs1 (centres undefined)	0
35	CN(C)c1ccc(C(=O)N2CCC2(C)C(=O)O)cc1 (centres undefined)	2
36	CCC(C)(CC(=O)OC)NCc1cnc(C)cn1 (centres undefined)	-8
37	CC(C)c1ccc(-n2ccc3c(cnc4ncnn43)c2=O)cc1	0
38	Cc1nc2c(C)cccn2c(=O)c1NC(=O)COc1ccccc1	-12
39	CCCCN(C(=O)C(C)CCC)c1c(N)n(CCC)c(=O)[nH]c1=O (centres undefined)	-5
40	CC1=C/C(=N/N=C2\NC(=O)C(CC(=O)Nc3cccc(Cl)c3Cl)S2)CC(C)(C)C1 (centres undefined)	-27

2 compounds picked at random from those above:
entry	molecule	mcGAS MS inh
28	COc1ccc(OCC(O)CN)cc1 (centres undefined)	-10
31	Cc1ccc(Cc2nnc(N3CCCC3)[nH]c2=O)cc1	-8

The listing continues.
entry	molecule	mcGAS MS inh
41	COc1ccc(C)cc1CN(C)C(=O)[C@H](C)NS(=O)(=O)c1cccc(Cl)c1	13
42	CS(=O)(=O)N1CCCC1C(=O)N(Cc1ccccc1)c1nc2c(Cl)cccc2s1 (centres undefined)	11
43	Cc1nc2c([nH]c3ccc(Br)cc32)s1	3
44	Cn1c(CCNC(=O)C2CC3(CCNCC3)CN2)nc2ccccc21 (centres undefined)	-13
45	Cc1csc(SCC(=O)NC2CCS(=O)(=O)C2)n1 (centres undefined)	-8
46	Cc1c(C(=O)NCCN(C)C)c(C(F)(F)F)nn1C1CCCN(C)C1 (centres undefined)	-14
47	O=C(C=Cc1c(F)cccc1Cl)N1CCN(S(=O)(=O)c2cccs2)CC1	-3
48	c1ncc(-c2ccc(NCC3CCOCC3)cc2)o1	-18&7
49	CCCc1noc(CNC2(C(=O)OC)CCC(C)CC2)n1 (centres undefined)	-1
50	CC(Oc1ccccc1)C(=O)Nc1cc(C2=CCCN(C)C2)nn1C (centres undefined)	-34
51	C=C(C)Cn1c(=O)c2c(nc3n(CC(=O)OCC)c(C)cn23)n(C)c1=O	-6
52	CCn1ccnc1CN(C)Cc1cn(Cc2ccccc2)nc1-c1ccc2c(c1)OCO2	-3
53	CCCc1onc(C)c1C(=O)NS(=O)(=O)c1ccc(C)s1	-11
54	Cc1cc(C)cc(N2C(=O)CSC2c2cccnc2)c1 (centres undefined)	-11
55	CN(C)c1ncc(CN2CCC(n3nccc3NC(=O)C3CCCC3)CC2)s1	-10&1
56	Cc1ccc(C(=O)NCCS(=O)(=O)N2CCc3ccccc32)cc1	2
57	c1csc(C2CCCN2c2nc3nonc3nc2NC2CCCC2)n1 (centres undefined)	0
58	CCCCCCNC(N)=S	-1
59	Cc1ccc(-[n+]2c3n(c(=O)c4ccccc42)CCCCC3)cc1	0
60	CC(C)C(NC(=O)c1cccs1)C(=O)NC1=NCCS1 (centres undefined)	-20&1
61	CC(=O)NC(CC(=O)N(C)C(C)c1nc2ccccc2s1)c1cccs1 (centres undefined)	11
62	CCn1nc(C(=O)N2CCNCC2C(=O)NC2CC2)cc1C (centres undefined)	-5
63	CCOc1ccc(CCC(=O)NCC(C)CC2(C)OCCO2)cc1 (centres undefined)	-4
64	Cc1ccc(-n2ncc3c(=O)n(NC(=O)c4ccc(Cl)c([N+](=O)[O-])c4)cnc32)cc1C	-4
65	Cc1ccccc1NC(=O)C(C)N1CCN(Cc2cccc(C(F)(F)F)c2)CC1 (centres undefined)	-4
66	CC(C)c1nn(CC(=O)NC2CCCCC2)c(=O)c2c1cnn2-c1ccc(F)cc1	-6
67	CSc1ccccc1CN1CCCC(O)(CO)CC1 (centres undefined)	-20
68	CC(c1ccc(F)cc1)N(C)Cc1nnc(-c2cccs2)o1 (centres undefined)	-5
69	N=C(N)N1CCN(C(=O)c2cccs2)CC1	-51
70	O=C(CCc1ccccc1)N1CCCC(OCc2cccc(F)c2F)C1 (centres undefined)	-4
71	CCN(CC)c1ccc2cc(C(N)=O)c(=NCc3ccccc3)oc2c1	-13
72	CC(C)(NCCCOc1ccc(C#N)cc1)c1nccs1	-5
73	COc1cccc(CN2CCCC(O)(CN3CCOCC3)C2=O)c1OC (centres undefined)	-30
74	CCC(O)CN1CCN(C(=O)Nc2ccc(OC)cc2)CC1 (centres undefined)	-9
75	CC(C)(C)C1(O)CN(c2ccccc2)C2=[N+]1CCCS2 (centres undefined)	-14
76	CC1Oc2ccccc2N(Cc2ccc(OC(F)(F)F)cc2)C1=O (centres undefined)	-4
77	O=C(CC1C(=O)NCCN1Cc1cccs1)NCc1cc(F)cc(F)c1 (centres undefined)	-16
78	COc1ccc(S(=O)(=O)Nc2ccncc2C)c(Cl)c1Cl	7
79	O=C(NCCc1cccnc1)C1CCCc2ccccc21 (centres undefined)	-4
80	CCCN1CCN(c2nc3c(c(=O)[nH]c(=O)n3C)n2Cc2ccccc2)CC1	-8
81	OC1CCCN(c2ccc(-c3nc(-c4cccc(Cl)c4)no3)cn2)C1 (centres undefined)	-6
82	O=C(Cc1ccccc1Cl)Nc1ccc(F)cc1F	-8
83	Cc1cccc(CN2CCC3(CC2)NC(=O)N(CCc2ccccc2)C3=O)c1	-4
84	CC(C)CN(CC(C)C)C(=O)CSC1CCS(=O)(=O)C1 (centres undefined)	-5
85	O=C(c1ccc2[nH]c3c(c2c1)CCCC3)N1CCCC(Nc2ccccc2)C1 (centres undefined)	-3
86	CC(C)(CNC(=O)C1CCCc2ccccc21)N1CCOCC1 (centres undefined)	1
87	CCn1ccc(C(=O)N(Cc2cccnc2)c2nc3c(OC)ccc(Cl)c3s2)n1	5
88	CCc1ccc(S(=O)(=O)NCc2ccco2)cc1	12
89	CC(Sc1ncnc2sc3c(c12)CCCC3)C(N)=O (centres undefined)	1
90	CC(C)(C)c1ccc(NC(=O)CN2CCC(N3CCCC3)C2)cc1 (centres undefined)	-5
91	CCCCCCCCCC(=O)N(CN1C(=O)c2ccccc2C1=O)c1cc(C)ccc1C	-5
92	O=C(Cc1ccccc1)NC(NC(=S)Nc1ccccc1C(=O)O)C(Cl)(Cl)Cl (centres undefined)	3
93	CN(C(=O)c1ccc(C#CC(C)(C)O)o1)C1Cc2ccccc2C1	-47
94	Cc1nc(C)c(C(=O)N2CCCC3(CC2)CNC(=O)O3)s1 (centres undefined)	-18
95	CC(C)N(C)C(=O)C1CSCN1S(=O)(=O)N(C)C(C)C1CC1 (centres undefined)	-12
96	Cc1noc(-c2ccnc(N3CCC4(CCNCC4)C3)c2)n1	5
97	CCc1[nH]c2c(CNC(=O)Cn3ccc(=O)c4ccccc43)cc(C)cc2c1C	1
98	Cc1ccc(NC(=O)c2ncoc2C(C)C)cc1Br	-13
99	COC(=O)c1c(C)[nH]c(C(=O)C(C)OC(=O)c2cc(C)oc2C)c1C (centres undefined)	-2
100	Cc1cccnc1[C@H](C)NC(=O)c1cccc(CC2CCNCC2)c1	-28

Further records:
entry	molecule	mcGAS MS inh
101	CCN(CCNC(=O)c1cn(CC(=O)C(C)(C)C)nn1)c1ccccc1C	-5
102	CC(C)c1cc(CN2CCCC(CNC(=O)c3ccon3)C2)on1 (centres undefined)	-16
103	Cc1ccc(C2(O)CCN(C(=O)C3CCCN(CC(N)=O)C3)CC2)nc1 (centres undefined)	-24
104	CC1CCC2(CC1)NC(=O)N(CN1CCCC1c1cccs1)C2=O (centres undefined)	-13
105	Cc1onc(-c2c(F)cccc2Cl)c1C(=O)NC1CCCC1	-5
106	Cc1ccccc1CN1C(=O)C(C)ON=C1c1ccccc1F (centres undefined)	-7
107	CCCCNC(=O)CCCCCNC(N)=O	-9
108	Cc1cc(C)n(-c2cc(C(F)(F)F)nc(-c3ccccc3)n2)n1	-24
109	COc1ccc(N2C3=[N+](CCCCC3)CC2(O)c2ccc(OC(F)F)cc2)cc1 (centres undefined)	-29
110	Cc1nn(C)c2nc(C(C)C)cc(C(=O)N(C)CCCC(=O)O)c12	-6
111	CN(C)S(=O)(=O)c1ccc(SCC(=O)N2CCNC2=O)nc1	11
112	COc1ccccc1N1CCN(C(=O)c2cccnc2)CC1	-2
113	CCOC(=O)C1(CCc2ccccc2)CCCN(C(=O)c2ccc(COC)s2)C1 (centres undefined)	-6
114	N#Cc1ccc(COc2ccc3[nH]c4ccccc4c(=O)c3c2)c(F)c1	0
115	N#Cc1ccccc1C=CC(=O)N1CCN(S(=O)(=O)c2ccccc2)CC1	0
116	Cc1ccc(C(CNC(=O)Cc2c(C)nn(C(F)F)c2C)N2CCOCC2)s1 (centres undefined)	-36
117	CC(=O)NC(CC(=O)N(C)Cc1ccccc1C)c1ccc(C)cc1 (centres undefined)	-5
118	Cc1cc(=O)[nH]c(-n2nc(C)c(CCC(=O)Nc3nc4c(C)cccc4s3)c2C)n1	-6
119	COc1ccc(CN2CCN(Cc3ccsc3)CC2CCO)c(F)c1 (centres undefined)	-6
120	CCc1n[n+]2c(C)cc(C)nc2s1	3

The final six entries of the section before are carried over, then new ones follow.
entry	molecule	mcGAS MS inh
115	N#Cc1ccccc1C=CC(=O)N1CCN(S(=O)(=O)c2ccccc2)CC1	0
116	Cc1ccc(C(CNC(=O)Cc2c(C)nn(C(F)F)c2C)N2CCOCC2)s1 (centres undefined)	-36
117	CC(=O)NC(CC(=O)N(C)Cc1ccccc1C)c1ccc(C)cc1 (centres undefined)	-5
118	Cc1cc(=O)[nH]c(-n2nc(C)c(CCC(=O)Nc3nc4c(C)cccc4s3)c2C)n1	-6
119	COc1ccc(CN2CCN(Cc3ccsc3)CC2CCO)c(F)c1 (centres undefined)	-6
120	CCc1n[n+]2c(C)cc(C)nc2s1	3
121	c1ccc(CCNCCCOc2cccc3ccccc23)cc1	-3
122	O=C(c1ccccc1Cl)N1CCCC(N2CCN(c3ccc(F)cc3)CC2)C1 (centres undefined)	-11
123	CC(C)(C)[C@H]1C[C@@H](NC(=O)c2ccccc2)C[C@@H](c2ccccc2O)O1	12
124	CC(=O)N1CCCc2cc(S(=O)(=O)Nc3cccc4ccccc34)ccc21	-3
125	O=C1CCCc2occ(C(=O)N3CCc4c([nH]c5ccccc45)C3c3ccccc3F)c21 (centres undefined)	-5
126	COCCn1c(SC(C)C(=O)N2CCCc3ccccc32)nc2cc(Cl)ccc2c1=O (centres undefined)	14
127	CCOC(=O)N1CCN(C(=O)CSc2nnc(-c3ccc4c(c3)OCO4)n2-c2ccccc2)CC1	-1
128	COC(=O)C1(NCc2ccncc2Cl)CCCCC1	-7
129	COC(=O)C(O)C/C(CC1OCCO1)=N\O (centres undefined)	-2
130	CCOc1ccc(CC(=O)OCCn2ncc(C#N)c2N)cc1	-6
131	Cc1ncc(CN(C)c2cnn(-c3ccc(C)c(Cl)c3)c(=O)c2Cl)s1	-14
132	O[C@H]1[C@H](n2ccnc2)c2ccccc2C12CCN(Cc1cccc(F)c1)CC2	4
133	CNS(=O)(=O)c1ccc(Cl)c(C(F)(F)F)c1	-7
